DAGLB inh: diacylglycerol lipase beta (human) inhibition. Q8NCG7. actives 0.059% (n = 340,000). inhibition, % at 5.17 µM. HEK293T DAGLB membrane lysate, EnzChek fluorogenic substrate; in the data active = inhibition above about 34%;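 note: 0% = enzyme with vehicle and 100% = wells lacking enzyme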
MOR-DOR inv ag: mu-delta opioid heterodimer inverse agonism. P35372+P41143. cell-based MOR-DOR heterodimer luminescence. inhibition, % at 9.3 µM. actives 0.21% (n = 340,000). AID 504357; in the data active = inhibition above about 22%, passing the limit was not always enough;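 note: 0% = cells with DMSO and 100% = wells without cells with DMSO; values of inactives mirror those of a sister screen read the other way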
V-ATPase pHluor: yeast V-ATPase proton transport regulation by pHLuorin | S. cerevisiae, pHLuorin cytosolic pH fluorescence | response, % at 10 µM | actives 0.37% (n = 350,000) | AID 504577; in the data active = response mostly above about 7.3%, no sharp cut-off; inactive = mostly below about 5.4%; note: actives read high; inactives centre near 0; some compounds called inactive have numbers as strong as hits; reference of the scale not given here
PKA-R1A activ: PKA-R1A complex activation; activation, % at 11.4 µM; actives 0.083% (n = 340,000); P00514+P68181; AID 504707; PKA-R1A dissociation, Cy5-IP20 fluorescence polarization; scaled: DMSO 0%, 113 µM cGMP 100%;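 active = percent activation above the mean of all tested compounds plus 3 SD, cut at about 19% in these data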;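 note: higher means more PKAc released from R1A so a rise in polarization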
OPRM1-OPRD1 ag: agonists of human mu-delta opioid receptor heterodimerization | P35372+P41143 | cells, OPRM1-OPRD1 heterodimerization, luminescence | activation, % at 9.3 µM | actives 0.3% (n = 340,000) | AID 504326; in the data active = activation above about 18%;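 note: 0% = vehicle-treated cells and 100% = reference agonist; values of inactives mirror those of a sister screen read the other way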
DSG3 Ab inh: blocks pemphigus antibody binding to human desmoglein-3; P32926; DSG3-coupled beads, scFv-anti-DSG3-GFP binding, flow cytometry; stronger effect = lower value; binding (percent of control), % at 10 µM; actives 0.48% (n = 310,000);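 active = binding more than 3 SD below its plate's average and above zero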;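 note: hits lower antibody fragment binding to DSG3; some compounds called inactive have numbers as strong as hits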
PKA-R2B act: activates the human PKA-R2B holoenzyme complex; P22694+P31323; actives 0.079% (n = 340,000); activation, % at 11.4 µM; PKA-R2B holoenzyme dissociation, Cy5-IP20 fluorescence polarization; R2B truncated from residue 108, S112A mutant; 0% DMSO only, 100% 113 µM cGMP;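 active = activation above a cutoff set at the mean over all compounds plus 3 SD, cut at about 18% in these data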;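 note: higher means more holoenzyme dissociation and a rise in polarization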
Target sequence (P31323 whole entry, looked up, other chains not shown, the tested form may be a part): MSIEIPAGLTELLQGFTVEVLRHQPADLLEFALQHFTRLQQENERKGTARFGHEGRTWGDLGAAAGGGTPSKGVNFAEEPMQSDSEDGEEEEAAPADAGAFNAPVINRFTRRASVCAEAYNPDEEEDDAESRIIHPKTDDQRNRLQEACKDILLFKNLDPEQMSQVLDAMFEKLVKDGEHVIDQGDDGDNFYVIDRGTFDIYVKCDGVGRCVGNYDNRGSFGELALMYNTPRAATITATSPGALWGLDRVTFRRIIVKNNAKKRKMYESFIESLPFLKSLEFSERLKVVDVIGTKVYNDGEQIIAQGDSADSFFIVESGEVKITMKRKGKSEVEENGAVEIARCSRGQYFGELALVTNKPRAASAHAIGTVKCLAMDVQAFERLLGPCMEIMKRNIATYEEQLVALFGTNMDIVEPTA
HTR5A inv ctr: counter-screen for OPRM1-OPRD1 inverse agonists: human HTR5A inverse agonism; P47898; HTR5A cell line, luminescence; inhibition, % at 9.3 µM; actives 0.083% (n = 340,000); in the data active = inhibition mostly above about 23%, no sharp cut-off; inactive = mostly below about 18%;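 note: 0% = cells with DMSO and 100% = no-cell wells with DMSO; some compounds called inactive have numbers as strong as hits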
Target sequence (P47898 whole entry, looked up): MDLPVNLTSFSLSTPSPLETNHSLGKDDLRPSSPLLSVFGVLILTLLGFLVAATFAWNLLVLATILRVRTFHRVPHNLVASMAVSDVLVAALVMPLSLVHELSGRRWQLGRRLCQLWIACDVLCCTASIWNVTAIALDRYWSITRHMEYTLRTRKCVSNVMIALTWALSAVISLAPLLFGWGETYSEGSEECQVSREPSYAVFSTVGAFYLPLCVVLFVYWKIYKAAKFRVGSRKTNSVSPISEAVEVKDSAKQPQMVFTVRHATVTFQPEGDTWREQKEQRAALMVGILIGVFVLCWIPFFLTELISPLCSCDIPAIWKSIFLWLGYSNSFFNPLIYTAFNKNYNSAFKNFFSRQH
Arrestin-AP2 inh: blocks beta-arrestin peptide binding to AP2 adaptin | FITC-arrestin peptide / GST-AP2 beads, flow cytometry; AP2 beta2 appendage carries R879A mutation | inhibition, % at 10 µM | actives 0.31% (n = 340,000) | AID 504490;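 active = inhibition above a set limit, near 3 SD of compounds lacking own fluorescence, cut at about 54% in these data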;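 note: plate controls were DMSO wells for no effect and 5 µM unlabelled arrestin peptide for full effect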
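Test system: GST-tagged AP2 beta2-adaptin appendage (R879A) on 4 µm glutathione beads; also added: fluorescein-tagged arrestin peptide at 50 nM final; timing: 12 min plus 1 h, RT; signal: flow cytometry, FL1 (488/535 nm); read-out: percent drop in bead-associated FITC signal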
HTR5A ag: counter-screen for OPRM1-OPRD1 agonists: human HTR5A agonism | HTR5A agonist assay, luminescence, cell-based | activation, % at 9.3 µM | actives 0.61% (n = 340,000) | AID 504692; in the data active = activation mostly above about 9.5%, no sharp cut-off; inactive = mostly below about 7.6%;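 note: 0% = cells with vehicle only and 100% = reference agonist; strong numbers were not always called active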
Active calls of the source: *; · = not tested or not shown.

SMILES | DAGLB inh | MOR-DOR inv ag | V-ATPase pHluor | PKA-R1A activ | OPRM1-OPRD1 ag | DSG3 Ab inh | PKA-R2B act | HTR5A inv ctr | Arrestin-AP2 inh | HTR5A ag
CN(C(=O)CSc1nncn1-c1ccccc1)c1ccccc1 | 0 | 10 | -2 | -7 | -1.3 | · | -15 | 15 | -9 | -6
COc1ccc(C2C3=C(CC(C)(C)CC3=O)Oc3ncn(CC(C)C)c(=N)c32)cc1 (stereo not drawn) | -3 | 4 | -3 | -1 | -0.7 | 104 | -6 | 4 | 12 | -1
O=C(NC(=S)Nc1ccc(S(=O)(=O)Nc2nccs2)cc1)c1ccc(F)cc1 | 4 | 21 | 1 | 2 | -3.5 | 101 | 7 | 3 | 3 | -1
CC1CC(=O)C2=C(C1)Nc1ccccc1SC2c1ccc(F)cc1 (stereo not drawn) | 2 | -7 | 3 | -1 | 1.1 | 86 | -4 | -1 | 22 | 0
O=C(O)CSc1nnc(-c2cccc(S(=O)(=O)N3CCOCC3)c2)n1-c1cccc(Cl)c1 | -5 | 3 | 1 | -4 | -0.5 | 90 | 3 | -4 | 6 | 2
CCc1ccc(OCC(=O)N2CCN(c3ccccn3)CC2)c(Br)c1 | -5 | -9 | -4 | -4 | 1.7 | · | -8 | 8 | -11 | 6
COCc1nnc(NC(=O)C2CC(=O)N(c3ccc(C)c(Cl)c3)C2)s1 (stereo not drawn) | 1 | 4 | -5 | 6 | -0.7 | 105 | 7 | -22 | -1 | -2
Cc1ccc2nc3ccc(N4CCCCCCC4)nn3c(=O)c2c1 | 4 | 4 | 4 | -2 | -0.8 | 101 | 4 | -16 | -7 | 2
Nc1nnc(SCC(=O)Nc2cc(C(F)(F)F)ccc2N2CCOCC2)s1 | 0 | 12 | 1 | -9 | -2.4 | 100 | -4 | 6 | 29 | 3
CC(=O)c1ccc(N2CCN(C(=O)c3cccc(Oc4ccccc4)c3)CC2)cc1 | -3 | -4 | 2 | 6 | 0.7 | 109 | 7 | -11 | 4 | 4
Cn1c(CSc2ncn[nH]2)nc2ccccc21 | -1 | 11 | 4 | -4 | -2.2 | 96 | 8 | 4 | 9 | -2
CC(=O)c1cc(C(C)=O)c(C)nc1C | 0 | 8 | -2 | 6 | -1.6 | 101 | -2 | 5 | 5 | 6
COCCNC(=S)NC(=O)c1ccc(C(C)(C)C)cc1 | -4 | -22 | 8 | 3 | 4.3 | 92 | 13 | -2 | 8 | -2
CCOc1ccc2nc(NC(=O)C34CC5CC(CC(NC(C)=O)(C5)C3)C4)sc2c1 | 0 | -11 | -3 | -2 | 2.1 | · | 6 | -2 | 15 | 3
COc1cc2ncnc(NCc3ccccc3C)c2cc1OC | 4 | 0 | 1 | -5 | 0.0 | 98 | 6 | -16 | -1 | 6
Cc1c(-c2ccc(OCCN3CCOCC3)cc2)c(=O)oc2ccc3ccccc3c12 | 3 | · | 1 | -16 | · | 110 | -14 | · | · | ·
CCN(CC)C1=CC(=[N+]2CCCC2)CC(C)(C)C1 | -3 | 16 | -4 | -2 | -3.0 | 112 | 1 | 12 | 14 | -5
Cc1ccc2nc(SCC(=O)N(CC(C)C)c3c(N)n(Cc4ccccc4)c(=O)[nH]c3=O)[nH]c2c1 | 6 | 4 | 6 | -7 | -0.7 | 100 | -5 | -15 | 43 | 5
CCOC(=O)c1ccc(N=C2SC(C(=O)Nc3ccc(C(=O)O)cc3)CC(=O)N2Cc2cccs2)cc1 (stereo not drawn) | 4 | 11 | 0 | 6 | -2.3 | 106 | -12 | -22 | 4 | 0
Cn1c(CC(=O)Nc2ccc(Cl)cc2)nnc1SCC(=O)N1CCOCC1 | -2 | 9 | 4 | 3 | -2.6 | 104 | -2 | -2 | -7 | -1

2 of the compounds above, as labelled records:
CCOc1ccc2nc(NC(=O)C34CC5CC(CC(NC(C)=O)(C5)C3)C4)sc2c1
  DAGLB inh = 0; MOR-DOR inv ag = -11; V-ATPase pHluor = -3; PKA-R1A activ = -2; OPRM1-OPRD1 ag = 2.1; DSG3 Ab inh = ·; PKA-R2B act = 6; HTR5A inv ctr = -2; Arrestin-AP2 inh = 15; HTR5A ag = 3
CN(C(=O)CSc1nncn1-c1ccccc1)c1ccccc1
  DAGLB inh = 0; MOR-DOR inv ag = 10; V-ATPase pHluor = -2; PKA-R1A activ = -7; OPRM1-OPRD1 ag = -1.3; DSG3 Ab inh = ·; PKA-R2B act = -15; HTR5A inv ctr = 15; Arrestin-AP2 inh = -9; HTR5A ag = -6

More results follow:
SMILES | DAGLB inh | MOR-DOR inv ag | V-ATPase pHluor | PKA-R1A activ | OPRM1-OPRD1 ag | DSG3 Ab inh | PKA-R2B act | HTR5A inv ctr | Arrestin-AP2 inh | HTR5A ag
CN(Cc1nc(-c2ccccc2)no1)C(=O)c1ccco1 | 0 | 18 | 5 | -2 | -3.3 | 108 | -6 | -10 | -9 | 4
CCOC(=O)c1cc2c(=O)[nH]ccc2nc1C(F)(F)F | -3 | 2 | 2 | 9 | -0.3 | 112 | 8 | -39 | -3 | -1
CCOC(=O)Nc1cc(NC(=O)OCC)c(C)nc1C | -1 | 17 | -4 | -11 | -3.2 | 99 | -4 | -11 | -11 | 4
Cc1ccc2nc(-c3ccc(S(=O)(=O)N4CCCCC4)cc3)cn2c1 | -2 | -24 | -3 | -7 | 4.2 | 90 | -1 | -4 | -13 | 1
O=C(Nc1ccc2c(c1)ncn2-c1ccccc1)c1ccco1 | -2 | 3 | 7 | -11 | -0.5 | 101 | -3 | -9 | 24 | 3
CN1CCN(c2ccc(S(=O)(=O)N3CCCCC3)cc2NC(=O)CSC(C)(C)C)CC1 | 1 | · | 0 | -4 | · | 100 | 0 | · | · | ·
C[C@@H]1CN([C@H](C)CO)C(=O)CCCn2nncc2CO[C@H]1CN(C)S(C)(=O)=O | -3 | · | -1 | -9 | · | · | 11 | · | · | ·
Cc1cc(NC(=O)C(C)SCC(=O)N(C)Cc2c(F)cccc2Cl)no1 (stereo not drawn) | 1 | 7 | 2 | 3 | -1.4 | 95 | 4 | 0 | -1 | 0
CS(=O)(=O)N(CC(=O)Nc1ccccc1)c1cccc(Cl)c1Cl | -3 | 9 | 2 | -1 | -1.8 | 99 | -3 | -14 | 16 | 5
CCN(CC)CCOC(=O)c1ccc(NC(=O)C(C)NC(=O)C23CC4CC(CC(C4)C2)C3)cc1 (stereo not drawn) | -2 | 9 | 3 | -10 | -1.8 | 73 | -2 | -10 | 3 | 3
Cc1cc(=O)oc2c(C)c(OCC(=O)N3CCN(c4cccc(Cl)c4)CC3)ccc12 | 1 | -2 | 2 | -3 | 0.4 | 105 | -5 | -20 | 2 | 5
CCCc1nc2c(=O)n(C)c(=O)nc-2n(C)n1 | -33 | -130 | -1 | -12 | 28* | · | -7 | -26 | 14 | 9.4*
ClCCn1c(CCl)nc2ccc(Cl)cc21 | -6 | · | 4 | -1 | · | 103 | 3 | · | · | ·
Cc1cccc(S(=O)(=O)c2c(N)n(Cc3ccco3)c3nc4ccccc4nc23)c1 | -4 | 0 | 1 | -4 | -0.1 | 94 | -8 | 19 | -12 | 0
COc1ccc(C2/C=C\CC(NC(=O)OCC3c4ccccc4-c4ccccc43)CC(=O)N2Cc2ccccc2F)cc1 (stereo not drawn) | -6 | -8 | 2 | 5 | 1.7 | 83* | 1 | 5 | 47 | -1
CC(C)(C(=O)c1ccccc1)/[N+]([O-])=C/c1ccc(F)cc1 | -4 | 15 | -3 | -11 | -2.9 | 107 | -1 | 7 | 1 | 2
Cc1cccc(N)c1-c1c(C)cccc1N | -2 | -15 | -5 | -12 | 2.9 | 99 | -12 | -3 | -1 | 1
CN(Cc1ccc(Cl)c(Cl)c1)C(=O)c1cccc(S(=O)(=O)N2CCN(Cc3ccccc3)CC2)c1 | 0 | -2 | 2 | -1 | 0.5 | 106 | -4 | 9 | -10 | -8
Cc1cc(NC(=O)COC(=O)CCS(=O)(=O)c2ccc(C)c(C)c2)no1 | 2 | 13 | -1 | 7 | -2.0 | · | -13 | -6 | 7 | 2
CCn1nc(C(=O)OCc2c(C)noc2C)c2ccccc2c1=O | -1 | -2 | -3 | 3 | 0.3 | · | -1 | -22 | 2 | -1

OPRM1-OPRD1 ag: entries above that show a hit.
Compound	DAGLB inh	MOR-DOR inv ag	V-ATPase pHluor	PKA-R1A activ	OPRM1-OPRD1 ag	DSG3 Ab inh	PKA-R2B act	Arrestin-AP2 inh
CCCc1nc2c(=O)n(C)c(=O)nc-2n(C)n1	-33	-130	-1	-12	28*	·	-7	14

Other structures follow.
SMILES | DAGLB inh | MOR-DOR inv ag | V-ATPase pHluor | PKA-R1A activ | OPRM1-OPRD1 ag | DSG3 Ab inh | PKA-R2B act | HTR5A inv ctr | Arrestin-AP2 inh | HTR5A ag
COc1ccc2ccccc2c1CNC(=O)CC1C(=O)NCCN1CC(C)C (stereo not drawn) | -1 | -8 | 9 | -7 | 1.5 | 101 | -9 | -37 | 3 | 5
COc1ccc(N(C(=O)c2ccco2)C(C(=O)NC2CCCC2)c2cccs2)cc1 (stereo not drawn) | -2 | 13 | -2 | 0 | -2.6 | 98 | 1 | -6 | 25 | 2
CNC(=S)Nc1ccc([N+](=O)[O-])cc1C | -3 | 6 | 3 | 5 | -1.2 | 97 | -3 | 25 | 48 | -2
COc1cc(NC(=O)COC(=O)CCOc2ccc(C)cc2)cc(OC)c1 | -5 | 8 | 0 | -6 | -2.4 | 107 | -4 | 13 | -4 | -5
CSCCC(NC(=O)C1CCC(C)CC1)C(=O)N1CCN(c2ccccn2)CC1 (stereo not drawn) | -6 | 3 | 9 | -7 | -0.6 | 105 | -5 | -9 | 12 | -2
Cc1sc2ncnc(N3CCC(C(=O)N(C)CC(=O)Nc4ccc(Cl)c(C(F)(F)F)c4)CC3)c2c1C | 1 | -18 | -2 | -5 | 3.5 | 102 | -6 | 7 | -4 | -3
CCOC(=O)Cn1nc(C)cc1NC(=O)c1cc(OC)c(OC)c(OC)c1 | 1 | 13 | 4 | -1 | -2.3 | 95 | 2 | -10 | -2 | 2
COc1ccc(/C=[N+](\[O-])C2N(c3ccccc3)C(=S)SC2(C)C)cc1OC (stereo not drawn) | -2 | 14 | 3 | 0 | -2.8 | 109 | -3 | -20 | -3 | -4
Cc1ccccc1NS(=O)(=O)c1ccc(C(=O)NNC(=O)c2ccccc2O)cc1 | 7 | 4 | 13 | 2 | -0.6 | 105 | -4 | -10 | -8 | 0
CCOC(=O)Cc1csc(NC(=O)c2sc3nc4cc(C)ccc4cc3c2N)n1 | -9 | 4 | 3 | 3 | -0.8 | · | -5 | -9 | 24 | 0
CC1Cc2ccccc2N1CC(=O)Nc1ccc(N2CCOCC2)cc1 (stereo not drawn) | 0 | 16 | 0 | -3 | -3.2 | 94 | -14 | -2 | 20 | 1
COc1ccc(C(=O)NNC(=O)CCn2nnc(-c3ccc(C)cc3)n2)cc1OC | 0 | 8 | -1 | -5 | -1.4 | 99 | -6 | -6 | 8 | 2
COCCCNC(=O)N1c2ccccc2Sc2ccccc21 | 0 | 9 | -2 | 3 | -1.9 | 118 | -12 | 7 | 33 | -2
